A3A deaminase – APOBEC3A ssDNA deaminase inhibitors, primary screen, selectivity assay for APOBEC3G inhibitor project, biochemical, FAM/TAMRA oligo cleavage fluorescence; DNA dC->dU-editing enzyme APOBEC-3A (Homo sapiens), P31941; recombinant A3A, FAM/TAMRA ssDNA deamination fluorescence; inhibition, % at 20 µM; 330,000 tested, 0.41% active; AID 493011, 2011;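 active = at least 40% inhibition at 20 µM here, with at most 30% in a related deaminase screen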;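 also: plate controls were A3A with DMSO for no effect and wells lacking A3A enzyme for full effect; some results filed as inactive read as strong as hits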
Target sequence (P31941 whole entry, looked up): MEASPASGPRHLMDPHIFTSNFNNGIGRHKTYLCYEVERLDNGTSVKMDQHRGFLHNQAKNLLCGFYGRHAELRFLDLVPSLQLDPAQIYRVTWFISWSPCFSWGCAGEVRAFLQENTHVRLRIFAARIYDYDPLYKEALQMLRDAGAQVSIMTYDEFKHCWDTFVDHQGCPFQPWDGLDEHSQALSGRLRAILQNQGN
MPTP block – mitochondrial permeability transition pore inhibitors, primary screen, biochemical, isolated mouse mitochondria, absorbance | Ca2+ swelling absorbance, 30 min | inhibition, % at 10 µM | 360,000 tested, 1.4% active | AID 602449, 2012;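 active = inhibition of 50% or more, scaled per plate between neutral and stimulator controls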;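 also: 0% = DMSO wells given calcium and 100% = 1 mM EGTA wells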
hIAP act – human IAP activators, primary screen, biochemical, luminescence, uHTS. purified human IAP, CDP-Star luminescence, 30 min; hits give high values; 1 = vehicle-only enzyme, 0 = enzyme-free background. Intestinal-type alkaline phosphatase (Homo sapiens), P09923. activation factor at 10 µM. 330,000 tested, 0.16% active;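 active = activation factor of the enzyme at least 2-fold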; also: the source names both 10 and 20 µM as test concentration; values of inactives mirror those of a sister screen read the other way
Target sequence (P09923 whole entry, looked up): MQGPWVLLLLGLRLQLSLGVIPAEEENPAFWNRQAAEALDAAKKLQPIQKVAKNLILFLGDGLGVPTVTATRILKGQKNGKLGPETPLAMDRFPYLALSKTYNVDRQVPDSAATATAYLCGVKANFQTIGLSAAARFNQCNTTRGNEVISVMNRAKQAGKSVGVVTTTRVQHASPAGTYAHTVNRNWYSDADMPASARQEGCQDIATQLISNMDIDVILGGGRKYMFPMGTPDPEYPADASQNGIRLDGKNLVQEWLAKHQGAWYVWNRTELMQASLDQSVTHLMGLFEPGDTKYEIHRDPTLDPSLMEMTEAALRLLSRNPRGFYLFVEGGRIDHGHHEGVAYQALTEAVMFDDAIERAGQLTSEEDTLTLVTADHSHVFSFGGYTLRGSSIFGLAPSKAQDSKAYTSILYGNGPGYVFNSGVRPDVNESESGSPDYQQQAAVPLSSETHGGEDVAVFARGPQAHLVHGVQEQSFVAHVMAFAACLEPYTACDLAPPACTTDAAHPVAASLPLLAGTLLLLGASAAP
A3G deaminase – APOBEC3G DNA deaminase inhibitors, primary screen, biochemical, fluorescence, single-stranded DNA substrate, uHTS. inhibition, % at 20 µM. DNA dC->dU-editing enzyme APOBEC-3G (Homo sapiens), Q9HC16. AID 493012, 2011. 330,000 tested, 0.28% active. recombinant A3G, ssDNA deamination FAM/TAMRA fluorescence;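 active = inhibition of at least 40% at 20 µM, with no more than 30% in the related APOBEC3A deaminase screen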;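 also: plate controls were DMSO wells with A3G for no effect and wells lacking A3G enzyme for full effect; some compounds called inactive have numbers as strong as hits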
hIAP block – human IAP inhibitors, primary screen, biochemical, luminescence, uHTS; Intestinal-type alkaline phosphatase (Homo sapiens), P09923; purified IAP, CDP-Star luminescence, 30 min; inhibition, % at 10 µM; 330,000 tested, 0.12% active;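 active = inhibition reaching a set limit with compound at 10 µM in the primary screen, cut at about 35% in these data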;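 also: plate controls were DMSO wells with enzyme for no effect and no-enzyme buffer wells for full effect; values of inactives mirror those of a sister screen read the other way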
ATG4B inh – ATG4B protease inhibitors, primary screen, biochemical, fluorescence, uHTS | Cysteine protease ATG4B (Homo sapiens), Q9Y4P1 | ATG4B cleavage of LC3-PLA2, NBD-HPC fluorescence, 1 h | inhibition, % at 8.33 µM | 340,000 tested, 0.51% active; in the data active = inhibition above about 40%
mIAP inh – inhibitors of mouse IAP, primary screen, biochemical, luminescence, uHTS; 330,000 tested, 0.2% active; intestinal alkaline phosphatase [Mus musculus]; inhibition, % at 10 µM; AID 2806, 2010; purified mouse IAP, CDP-Star luminescence, 30 min;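 active = inhibition of at least 40% at 10 µM in the primary screen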;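 also: plate controls were DMSO with enzyme for no effect and no enzyme wells for full effect; values of inactives mirror those of a sister screen read the other way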
MIN6 prolif – inducers of MIN6 beta-cell proliferation, primary screen, ATP luminescence, uHTS | MIN6 cells proliferation, ATPlite luminescence, 48 h; cells starved in 0.2% serum; 100% = growth in 10% serum | proliferation, % at 10 µM | 330,000 tested, 0.29% active | AID 2380, 2010;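 active = compounds whose signal lies at least 3.5 SD above the mean of all wells on their plate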;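 also: 0% = DMSO-treated cells in low-serum medium and 100% = 10% serum control; some compounds called inactive have numbers as strong as hits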
mIAP activ – activators of mouse IAP, primary screen, biochemical, luminescence, uHTS | intestinal alkaline phosphatase [Mus musculus] | muIAP, CDP-Star luminescence, 30 min; hits give high values; 1 = vehicle-only enzyme signal, 0 = enzyme-free wells | activation factor at 10 µM | 330,000 tested, 0.24% active;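 active = activation factor of at least 2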; also: the source names both 10 and 20 µM as test concentration; values of inactives mirror those of a sister screen read the other way
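System: Mouse IAP enzyme | Also added: CDP-Star substrate | Dosing: Compounds dispensed in DMSO | Schedule: 30 min enzyme-substrate-compound incubation at room temperature | Technique: Chemiluminescence readout | Control set: DMSO-only wells and no-enzyme negative control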
Numbers without * were called inactive. Random draw from the library, and some 3.3% of all compounds hit somewhere here.

SMILES	A3A deaminase	MPTP block	hIAP act	A3G deaminase	hIAP block	ATG4B inh	mIAP inh	MIN6 prolif	mIAP activ
COC(=O)c1sc2ccc(C)cc2c1C(=O)OC	-4	-1.1	1	-5	0	-1	7	3	0.93
COc1cccc(NC(=S)N(Cc2ccc(Cl)cc2)Cc2ccc(C(=O)O)cc2)c1	1	-4.2	1.2	-1	-20	0	-2	-2	1
CN(CC(=O)Nc1ccc(F)c(F)c1F)C(=O)c1ccc(=O)[nH]c1	-3	0.0	1	-9	-2	7	2	3	0.98
Cc1ccn2c(/C=N/OCc3ccc(F)cc3)c(-c3ccc(Cl)cc3)nc2c1	-1	2.3	0.98	-8	2	-3	8	-3	0.92
Cc1[nH]c2ccccc2c1/C=N/NC(=O)CCC(=O)Nc1ccccc1	0	-2.0	0.92	-8	8	-3	5	-4	0.95
O=C(c1cccc([N+](=O)[O-])c1)N1CCc2ccccc21	-2	-0.1	1.2	9	-16	3	-7	-1	1.1
O=C1COc2ccc(-c3csc(=Nc4ccc(OC(F)F)cc4)n3CC3CCCO3)cc2N1 (stereo not drawn)	-1	24	1.2	-4	-16	-17	8	-6	0.92
O=C(O)c1sc2cc(C(F)(F)F)cnc2c1-c1ccccc1	2	0.2	1.1	-4	-15	-3	-9	-2	1.1
Cc1cc(N2CCOCC2)n2cc(-c3ccccc3)nc2n1	0	-1.4	0.9	-3	10	0	-4	2	1
COc1ccc(N2CCN(CC(O)COc3ccc(C)c(C)c3)CC2)cc1 (stereo not drawn)	-4	1.9	1.1	-7	-12	-1	-7	-6	1.1
CCn1c(CNC(=O)c2ccc(OC)c(OC)c2)nnc1SCC(=O)Nc1ccccc1	-1	1.9	1.1	-3	-9	-2	2	-1	0.98
COc1ccc(C2CC(=O)C3=C(C2)Nc2ncnn2C3c2ccccc2)cc1 (stereo not drawn)	-3	-3.7	0.94	-4	6	-3	-4	-1	1
Cc1ccc(S(=O)(=O)N2CCOCC2)cc1C(=O)OCC(=O)N1CCCC1=O	-2	-1.3	1.1	-2	-10	9	-6	0	1.1
Cc1ccc(NC(=O)c2c(C)nc3sc(C(=O)NC4CCCC4)c(N)c3c2-c2ccco2)c(C)c1	-2	2.8	0.99	-7	1	-1	3	-4	0.97
O=[N+]([O-])c1ccc(C(O)CN2CCN(C/C=C/c3ccccc3)CC2)cc1 (stereo not drawn)	-2	-0.4	1.1	-7	-9	-2	1	3	0.99
CCN(CC)CCCNC(=O)c1ccc(N2CCCCC2)c(NS(=O)(=O)c2ccc(C)cc2)c1	-5	-0.4	1.4	-9	-37	-5	-14	-5	1.1
NCCC(=O)N1c2ccccc2Sc2ccccc21	0	-1.0	0.92	-5	8	2	-10	2	1.1
CCCCC1=CC2=CC(=O)C(C)(OC(=O)CC)C(=O)C2=CN1CCc1ccc(Br)cc1 (stereo not drawn)	-2	1.0	1	-6	0	-15	-2	-3	1
Cc1ccsc1S(=O)(=O)N1CCC(CO)(CC2CCCCO2)CC1 (stereo not drawn)	1	-4.5	1	1	0	12	7	-3	0.93
CCOC(=O)c1cc(NC(=O)CN2CCCC2)cc(C(=O)OCC)c1	0	1.0	0.75	-7	25	-6	4	0	0.96
COc1ccc(S(=O)(=O)N2CCC3(CC2)CC(=O)c2ccccc2O3)cc1OC	-3	-0.7	0.92	-8	8	-2	4	1	0.96
CC(C)NC(=O)c1cnn2c1NC(c1cccs1)CC2C(F)(F)F (stereo not drawn)	7	-0.3	0.95	2	5	-6	1	3	0.99
CCOC(=O)Cc1csc(SCC(=O)NC2CCS(=O)(=O)C2)n1 (stereo not drawn)	-1	-1.6	1.2	-9	-17	-35	-6	0	1.1
CCOc1cccc(C(=O)NC2CCCCC2)c1	-3	0.2	1.1	-5	-15	1	10	0	0.9
O=C(Oc1ccccc1)c1ccc2c(c1)C(=O)N(Cc1ccncc1)C2=O	-2	2.3	1.2	-6	-19	-4	-14	1	1.1
CCCCN(CC)CCNC(=O)c1cc2cc3ccc(Cl)cc3nc2o1	1	-1.0	0.99	-4	1	-2	6	-4	0.94
Cc1ccc(OCC(=O)Nc2ccc(C)c(S(=O)(=O)N3CCCCC3)c2)c([N+](=O)[O-])n1	-3	5.5	0.96	-8	4	-3	2	-3	0.98
NS(=O)(=O)c1ccc(CCNC(=O)CCC(=O)c2cccs2)cc1	3	-2.0	0.99	5	1	-45	6	-1	0.94
CCOC(=O)Cn1c(O)c(N=NC(=O)OC)c2ccccc21	3	0.5	0.89	-3	11	-4	-7	-2	1.1
CN1CCN(CCC(=O)N/N=C/C=C2\N(C)c3ccccc3C2(C)C)CC1	0	-1.4	1	1	0	-8	-1	-2	1
CCCNS(=O)(=O)c1cccc(C(=O)NNC(=O)c2cc(C)oc2C)c1	3	-2.1	1.1	0	-7	-8	-8	3	1.1
Cc1ccsc1C(=O)N(C)CC(=O)N(CC(C)C)c1c(N)n(CC(C)C)c(=O)[nH]c1=O	11	2.1	1.1	-3	-10	4	-3	1	1
Cc1ccc(S(=O)(=O)N2CCOCC2)cc1C(=O)NCc1cccnc1	-4	-1.4	1.1	-5	-9	-7	-5	1	1.1
COc1ccc(C(=O)C2CCCN(C(=O)CCNC(C)=O)C2)cc1OC (stereo not drawn)	-7	0.3	0.93	-3	7	12	-2	-2	1
CN(C)C=Nc1nonc1-c1ccccc1	-2	-0.1	1.2	-4	-19	0	-9	0	1.1
CCCn1cc2c(c1-c1cccc(C)c1)c(=O)n(C)c(=O)n2C	0	0.7	1.1	-1	-7	-7	-7	-1	1.1

Pulled one by one from above, 2 records:
SMILES	A3A deaminase	MPTP block	hIAP act	A3G deaminase	hIAP block	ATG4B inh	mIAP inh	MIN6 prolif	mIAP activ
Cc1ccc(S(=O)(=O)N2CCOCC2)cc1C(=O)NCc1cccnc1	-4	-1.4	1.1	-5	-9	-7	-5	1	1.1
CCCCN(CC)CCNC(=O)c1cc2cc3ccc(Cl)cc3nc2o1	1	-1.0	0.99	-4	1	-2	6	-4	0.94

(cont.)
SMILES	A3A deaminase	MPTP block	hIAP act	A3G deaminase	hIAP block	ATG4B inh	mIAP inh	MIN6 prolif	mIAP activ
Cc1ccc(OCC(=O)Nc2ccc(F)cc2)c([N+](=O)[O-])n1	2	0.7	0.91	-6	9	-7	2	1	0.97
CN(c1ccccc1C(=O)Nc1ccc2c(c1)OCCO2)S(C)(=O)=O	-1	0.1	0.78	-3	22	-3	10	3	0.9
CCCCn1c(N)c(Sc2ccc(Cl)cc2)c(=O)[nH]c1=O	-3	1.4	1.1	-3	-9	-4	-7	-2	1.1
CC1(C)SC(=S)N(c2ccccc2)C1/[N+]([O-])=C/c1cccc([N+](=O)[O-])c1 (stereo not drawn)	0	0.9	0.96	-8	4	9	0	0	0.99
CCOC(=O)C1=C(C)NC(=S)N(C(C)=O)C1c1ccccc1 (stereo not drawn)	-3	0.8	0.9	-7	10	-5	5	0	0.95
C=CCNC(=O)CSc1nc2sc3c(c2c(=O)n1CCC)CCC3	-1	-0.7	0.92	-9	8	4	-1	-2	1
CC(C)C1Cc2c(sc3[nH]c(=S)n(Cc4ccccc4)c(=O)c23)CO1 (stereo not drawn)	0	81*	1	1	0	8	18	-4	0.82
Cc1nnc(SCC(=O)O)o1	1	-0.9	1.2	-2	-16	-5	-1	-1	1
CC(C)CC(=O)Nc1cccc(C(=O)Nc2ccccc2C(=O)O)c1	-4	-2.1	0.94	-10	6	-2	6	1	0.94
COc1ccc2[nH]c(=O)c(CN(CC3CCCO3)C(=S)Nc3ccccc3)cc2c1 (stereo not drawn)	-5	-2.0	1.1	-6	-7	-8	-17	1	1.2
CCOC(=O)c1sc(N2N=C(C)C(N=Nc3cccc(C)c3)C2=O)nc1C (stereo not drawn)	-1	12	1.2	-7	-20	3	16	-3	0.84
CCC(=O)Nc1cccc(C2=NOC3(C2)C[C@@H](C(N)=O)N(C(=O)c2ccccc2C(=O)c2ccccc2)C3)c1 (stereo partly drawn)	-4	-0.2	1.1	-3	-8	-2	-5	0	1.1
COCCn1c(N)c(N(Cc2ccccc2)C(=O)CSCC(=O)Nc2ccc(C)cc2)c(=O)[nH]c1=O	16	0.1	1	5	-2	8	10	-4	0.9
COc1ccc(C2=NN(C(N)=S)C(c3ccco3)C2)cc1 (stereo not drawn)	-6	-0.6	0.94	-7	6	-12	9	-2	0.91
CCC(=O)N/N=C(\C)CC(=O)Nc1cc(Cl)ccc1C	-2	-1.3	1.1	-4	-7	-11	5	0	0.95
Cc1ccc(OCCCCN2CCc3ccccc3C2)c(C)c1	-5	0.7	1.1	-5	-12	12	1	-2	0.99
C/C(=N\Nc1ccc2nncn2n1)c1ccccn1	17	-2.7	1.4	-6	-43	-3	-5	-3	1.1
O=C(CSc1nnc(Cn2nnc3ccccc32)o1)Nc1ccc(Cl)cc1	4	-1.5	1.2	1	-18	-1	6	-1	0.94
COCCCNC(=O)c1cn(C)c(=O)c2cc(OC)c(OC)cc12	-3	-1.4	1.1	-4	-7	-13	-23	-2	1.2
Cn1nnnc1Sc1ncnc2scc(-c3ccc(-c4ccccc4)cc3)c12	-5	1.4	0.9	-2	10	2	1	-6	0.99
Cc1onc(-c2ccccc2)c1C(=O)OCC(=O)NCc1ccc(F)cc1	-2	0.7	0.95	-8	5	3	2	1	0.98
O=S(=O)(Nc1ccccn1)c1ccc(C2CCCCC2)cc1	-6	3.8	0.91	-8	9	-11	10	-2	0.91
CC(=O)NCC(=O)OCC(=O)N1c2ccccc2Sc2ccccc21	-1	0.8	1.1	1	-12	-37	-14	-5	1.1
O=C(Cc1cccs1)NCCc1ccc(Cl)cc1	1	-0.7	0.98	38	2	-6	5	-1	0.95
COc1cc(/C=C/c2cccc[n+]2C)ccc1OCC(=O)Nc1ccccc1C	82*	0.1	0.93	23	7	-14	-4	0	1
COc1ccc2[nH]c(=O)c(CN(Cc3nnnn3CCc3ccccc3)CC3CCCO3)cc2c1 (stereo not drawn)	0	3.3	1.3	-5	-28	-6	-6	-3	1.1
Cc1ccc(C2C3C(=O)N(c4ccc(C)cc4)C(=O)C3N3CCCN23)cc1 (stereo not drawn)	0	0.1	0.82	-2	18	3	3	-3	0.97
C=CCOC(=O)C1=C[C@H](c2ccccc2)[C@@H](CCCO)[C@H](OCC)O1	-5	-1.3	0.98	-12	2	-8	-6	-2	1.1
CSc1ccccc1NC(=O)CN(C)CC(=O)c1[nH]c(C)c(C(C)=O)c1C	68*	-0.3	1.4	19	-36	-7	-8	-7	1.1
CCOC(=O)C1CCN(C(=O)Cc2c(C(=O)O)n(C)c3ccccc23)CC1	-2	-1.1	1.1	-4	-13	0	2	-2	0.98
O=c1[nH]c2ccccc2n1C1=CCNCC1	0	-1.0	0.94	-7	6	6	3	-3	0.97

Assay outcomes deposited in PubChem by Sanford-Burnham Center for Chemical Genomics.
